bovine MsrA act = activators of bovine methionine sulfoxide reductase A; purified bovine MsrA, absorbance read-out; hit rate 0.3% among 360,000; activation, % at 10.6 µM; in the data active means activation above about 7.5%;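 further: 0% = vehicle and 100% = reference activator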
SKN-1 block = blocks SKN-1 activity in C. elegans. inhibition, % at 21.8 µM. C. elegans VP596 Pgst-4::GFP/RFP ratio, acrylamide-induced, 24 h. AID 624304. hit rate 0.49% among 360,000;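 active means interference check ratio from 0.5 to 1.5 plus GFP to RFP signal ratio inhibition reaching or exceeding a fixed threshold, cut at about 30% in these data, passing the limit was not always enough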; further: some compounds called inactive have numbers as strong as hits
NRP1-CendR mod = modulators of CendR peptide binding to human neuropilin-1 | O14786 | FAM-RPARPAR peptide binding to NRP-1, fluorescence polarization | inhibition, % at 25 µM | hit rate 0.85% among 360,000;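 active means inhibition or corrected inhibition above about 18%, plus a signal ratio from 0.5 to 1.5, limit read from the data, passing the limit was not always enough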; further: strong numbers were not always called active
E coli Lon inh = inhibits E. coli Lon protease. hit rate 0.42% among 360,000. purified E. coli Lon protease, fluorescence polarization. AID 602123. inhibition, % at 7.94 µM. P0A9M0; in the data active means inhibition above about 13%, passing the limit was not always enough;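 further: 0% = enzyme with probe and DMSO and 100% = no enzyme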
Neddylation inh = cullin neddylation inhibition; P61081+Q13564; TR-FRET cullin neddylation, biochemical; calls only at 25 µM; hit rate 0.58% among 360,000; AID 651699; in the data active means inhibition above about 36%
Target sequence (P61081 whole entry, looked up): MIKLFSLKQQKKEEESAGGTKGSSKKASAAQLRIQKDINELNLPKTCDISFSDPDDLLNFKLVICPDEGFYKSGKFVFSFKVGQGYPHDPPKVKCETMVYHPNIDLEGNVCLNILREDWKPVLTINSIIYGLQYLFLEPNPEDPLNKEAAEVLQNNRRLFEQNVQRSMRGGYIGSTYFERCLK
Target sequence (Q13564 whole entry, looked up): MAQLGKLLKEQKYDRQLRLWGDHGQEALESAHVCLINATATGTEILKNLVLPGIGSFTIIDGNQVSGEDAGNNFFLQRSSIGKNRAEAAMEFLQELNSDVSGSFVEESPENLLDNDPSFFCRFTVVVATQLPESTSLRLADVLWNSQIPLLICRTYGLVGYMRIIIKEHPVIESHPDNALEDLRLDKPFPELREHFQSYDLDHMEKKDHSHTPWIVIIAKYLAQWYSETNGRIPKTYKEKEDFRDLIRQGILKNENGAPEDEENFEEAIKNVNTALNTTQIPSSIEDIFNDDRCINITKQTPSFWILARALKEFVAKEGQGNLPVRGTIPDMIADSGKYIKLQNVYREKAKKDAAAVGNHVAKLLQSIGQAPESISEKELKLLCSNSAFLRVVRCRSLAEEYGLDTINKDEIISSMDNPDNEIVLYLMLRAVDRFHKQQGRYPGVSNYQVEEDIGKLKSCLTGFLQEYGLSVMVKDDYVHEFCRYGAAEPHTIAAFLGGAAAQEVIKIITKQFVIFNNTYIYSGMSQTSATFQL
MT1-MMP act inh = MT1-MMP (human) activation inhibition. P50281. HT1080 RFP-PRO-GFP cells, GFP/RFP ratio fluorescence, overnight; percent of plate control window, DMSO zero. GFP/RFP ratio change, % at 20 µM. hit rate 0.061% among 360,000;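 active means GFP/RFP ratio change of at least 30% with cell ATP level not reduced by more than half and red fluorescence within 50% of control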; further: strong numbers were not always called active
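Assay system: HT1080 RFP-PRO-GFP cells. Benchmarks: DMSO vehicle wells and RFP-L50D-GFP reporter cell wells. Times: overnight cell settling, then overnight compound exposure, 37 °C, 5% CO2. Compound: 20 µM single dose, 1% DMSO. Read-out basis: GFP/RFP fluorescence ratio.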
Rin1 Abl inh = human Rin1-Abl interaction inhibition | P00519+Q13671 | TR-FRET Rin1/Abl binding, biochemical | inhibition, % at 7.35 µM | hit rate 0.4% among 360,000; in the data active means inhibition above about 5%, passing the limit was not always enough
FAS-TE inh = blocks the thioesterase domain of human fatty acid synthase; recombinant FAS-TE, OMFH fluorogenic substrate, fluorescence endpoint; inhibition, % at 15 µM; hit rate 0.67% among 360,000;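 active means compounds whose normalised, plate-corrected inhibition of enzyme fluorescence in the single-dose primary screen is 50% or more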;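 further: 0% = DMSO with enzyme and 100% = substrate without enzyme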
PABP1 MLLE inh = blocks PAM2 peptide binding to the PABP1 MLLE domain | GST-MLLE / FITC-PAM2 fluorescence polarization | inhibition, % at 20 µM | hit rate 0.36% among 360,000; in the data active means inhibition above about 35%, passing the limit was not always enough;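 further: plate controls were DMSO wells with GST-MLLE for no effect and wells lacking GST-MLLE protein for full effect; some results filed as inactive read as strong as hits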
* hit, by the source's call; i = inactive; . = not tested or not shown; + = active, no number.

SMILES	bovine MsrA act	SKN-1 block	NRP1-CendR mod	E coli Lon inh	Neddylation inh	MT1-MMP act inh	Rin1 Abl inh	FAS-TE inh	PABP1 MLLE inh
Nc1nonc1-n1nnc(C(=O)N/N=C/c2ccncc2)c1CSc1ccc(Cl)cc1	-2	1	5	1	i	2	-4	4	10
O=C(O)c1cccc(NC(=O)c2cn(-c3ccccc3)nc2-c2cc3ccccc3o2)c1	-5	8	-7	4	i	4	-4	10	3
O=C(CCc1nc2ccccc2c(=O)[nH]1)NNC(=O)c1cccc(Cl)c1	-3	2	-21	-5	i	-11	2	-5	4
Cc1c(OCC(=O)NCCCN2CCCC2=O)ccc2c3c(c(=O)oc12)CCC3	4	4	0	7	i	-2	5	-3	12
COc1ccc(CNC(=O)COC(=O)c2ccc3ccccc3n2)cc1	4	8	-16	-9	i	-1	-2	-6	-13
COC(=O)CCC(C)C1CCC2C3C(OC(C)=O)CC4CC(O)CCC4(C)C3CC(O)C12C (stereo not drawn)	-1	17	-1	6	i	0	3	-6	-7
COc1ccc(/C=N/NC(=O)C2C(C=C(Cl)Cl)C2(C)C)c(OC)c1 (stereo not drawn)	-3	-14	-18	9	i	12	-4	28	0
O=c1[nH]nc(SCc2nnc(-c3cccc(Cl)c3)o2)n1C1CCCCC1	-3	-3	0	1	i	-1	-1	22	-17
CCOC(=O)C1=C(N)OC(C)=C(C#N)C1c1ccco1 (stereo not drawn)	-4	0	-16	0	i	1	-3	-15	13
CC(=O)N1c2c(cc(Br)cc2S(=O)(=O)NCc2ccc3c(c2)OCO3)CC1C (stereo not drawn)	1	-9	8	-4	i	1	6	-4	16
CCOc1cc(Br)c(C=O)cc1OCC	-3	-8	22	-10	i	4	0	-2	10
Cc1csc2c(SCC(=O)NNC(=O)C(Cl)Cl)ncnc12	-4	10	-10	-4	i	-1	-1	-2	10
Oc1ccc(Cl)cc1C=NCCc1ccccc1	-7	6	3	13	i	4	0	-8	-8
O=C(CSc1ncnc2c1oc1ccccc12)NCc1ccco1	-2	-1	-7	-5	i	6	i	-4	2
Cc1ncc(S(=O)(=O)c2ccc(Cl)cc2)c(N)n1	-1	-8	11	0	i	-2	4	-2	14
CCN(CC)C(=O)C1CCCN(C(=O)Nc2ccc(NC(=O)N3CCCC(C(=O)N(CC)CC)C3)cc2)C1 (stereo not drawn)	-5	-5	14	-6	i	0	6	-3	11
Nc1ccccc1C(=O)NN=Cc1cccnc1	-4	6	-7	21*	i	3	-1	-1	14
Cc1nc(NCCCN2CCOCC2)c2cnn(-c3ccccc3)c2n1	0	8	16	-2	i	3	2	-4	5
COC1CCCCC1Nc1ccc(C)c(C)c1 (stereo not drawn)	-6	8	8	-12	i	1	-1	-2	8
O=C(O)c1cccc(S(=O)(=O)Nc2ccccc2Cc2ccccc2)c1	-9	-17	2	5	i	-2	1	0	-1
CC1CCN(Cc2c(C(=O)N/N=C/c3ccccc3O)nnn2-c2nonc2N)CC1	-2	15	-6	-3	i	3	-2	44	-3
Cc1cc(NC(=O)c2cccc(S(=O)(=O)N3CCCC3)c2)no1	-9	-10	-9	-1	i	3	-1	-4	4
CCOC(=O)/C(C#N)=C/c1cc2ccccc2nc1N1CCCCC1	-12	7	-53	-9	i	-1	-3	2	-27
CCOc1cc(/C=N/NC(=O)c2cc(C)n(-c3ccc(F)cc3)c2C)ccc1O	-3	2	17	4	+	5	-1	3	-6
CC1(C)c2[nH]c3ccccc3c2C[C@@H]2C(=O)N(Cc3ccc(F)cc3)C(=O)N21	-2	12	24	-6	i	7	2	24	3
O=C(O)CCc1ccc(-c2ccc(Cl)cc2)n1CCC(=O)O	-2	11	-23	-14	i	15	0	-8	1
CNC(=S)NNC(=O)c1cccn(Cc2ccccc2)c1=O	-1	-9	5	-10	i	-5	4	1	-29
CC1=Nc2cc(C(=O)NCCCOC(C)C)ccc2Sc2ccccc21	-6	3	-9	-1	i	-1	-2	-5	-2
Fc1nc(F)c(F)c(NCCCNc2c(F)c(F)nc(F)c2F)c1F	-5	10	2	2	i	6	1	55*	-16
Cc1ccc(S(=O)(=O)NC(=O)Nc2nnc(C3CC3)s2)cc1	0	-11	2	4	i	2	2	-5	6
CC(NCCC1(C(C)C)CCOC(C)(C)C1)c1cccs1 (stereo not drawn)	1	-13	3	-14	i	-1	-1	-7	10
CCCS(=O)(=O)NC(=O)C1(C)CCCN(C(=O)c2ccc(C(F)(F)F)nc2C)C1 (stereo not drawn)	-1	15	0	-15	i	0	1	-7	2
O=C(CCl)c1cc2c3c(c1)CC(=O)N3CCC2	-4	3	-2	-4	i	-4	2	-2	3
CC(C)Cn1c(N)c(C(=O)COC(=O)CC23CC4CC(CC(C4)C2)C3)c(=O)n(C)c1=O	-11	-9	16	0	i	-3	-2	22	-15
Cc1ccc(S(=O)(=O)Cn2nnnc2C(C(C)C)N2CCSCC2)cc1 (stereo not drawn)	-1	8	5	-2	i	-3	0	14	34
CC1CCCC(NC(=O)c2ccc(COc3ccccc3)o2)C1C (stereo not drawn)	-3	-3	13	-2	i	0	-1	20	7
Oc1ccc2ccccc2c1N=Nc1ccc(F)cc1	-3	66	-82	-4	i	7	-1	14	-16
N#Cc1cccc(C(=O)C(=O)N2CCN(C(=O)OCc3ccccc3)CC2)c1	.	-11	13	.	i	4	.	.	.
Cc1ccnc(NC(=O)c2ccc(Cl)c(S(=O)(=O)N3CCCC3)c2)c1	-1	19	4	-12	i	-4	2	1	6
CCCCCN(C(=O)CCC(=O)OCCOc1ccc(OC)cc1)c1c(N)n(CCCC)c(=O)[nH]c1=O	-1	0	-1	-7	i	-6	2	0	-1

7 entries already listed, ordered by molecular weight, largest number first.
SMILES	bovine MsrA act	SKN-1 block	NRP1-CendR mod	E coli Lon inh	Neddylation inh	MT1-MMP act inh	Rin1 Abl inh	FAS-TE inh	PABP1 MLLE inh
CC(C)Cn1c(N)c(C(=O)COC(=O)CC23CC4CC(CC(C4)C2)C3)c(=O)n(C)c1=O	-11	-9	16	0	i	-3	-2	22	-15
CC1CCN(Cc2c(C(=O)N/N=C/c3ccccc3O)nnn2-c2nonc2N)CC1	-2	15	-6	-3	i	3	-2	44	-3
Cc1ccnc(NC(=O)c2ccc(Cl)c(S(=O)(=O)N3CCCC3)c2)c1	-1	19	4	-12	i	-4	2	1	6
N#Cc1cccc(C(=O)C(=O)N2CCN(C(=O)OCc3ccccc3)CC2)c1	.	-11	13	.	i	4	.	.	.
CC1=Nc2cc(C(=O)NCCCOC(C)C)ccc2Sc2ccccc21	-6	3	-9	-1	i	-1	-2	-5	-2
Cc1ccc(S(=O)(=O)NC(=O)Nc2nnc(C3CC3)s2)cc1	0	-11	2	4	i	2	2	-5	6
CC(NCCC1(C(C)C)CCOC(C)(C)C1)c1cccs1 (stereo not drawn)	1	-13	3	-14	i	-1	-1	-7	10

Further results
SMILES	bovine MsrA act	SKN-1 block	NRP1-CendR mod	E coli Lon inh	Neddylation inh	MT1-MMP act inh	Rin1 Abl inh	FAS-TE inh	PABP1 MLLE inh
CCC(NC(=O)c1ccc([N+](=O)[O-])cc1[N+](=O)[O-])c1ccccc1 (stereo not drawn)	-11	-9	-9	-5	i	5	0	41	-4
COc1ccc(OC)c(C(=O)COC(=O)c2ccc([N+](=O)[O-])o2)c1	0	-3	17	4	i	-6	1	18	-1
CC1=C(C(=O)Nc2ccccc2)C(c2ccc(Cl)cc2)n2c(s/c(=C/c3cccc(OCC(=O)O)c3)c2=O)=N1 (stereo not drawn)	-2	10	-44	9	i	1	-1	7	-104
CCc1sc(-c2c(C#N)c(N)nc3c2CCCCCC3)cc1[N+](=O)[O-]	-8	-7	-1	-1	i	-2	1	19	-14
O=C(O)/C=C\C(=O)Nc1ccc(OC(F)F)cc1	-7	6	-1	-6	i	1	1	-7	3
Nc1c(Br)cc2oc(-c3ccccc3)nc2c1Br	-2	-1	10	-18	i	0	-1	-7	-6
COCCN(CCOC)S(=O)(=O)c1ccc(Cl)nc1	-5	-6	1	-6	i	3	-2	-6	11
N#Cc1cnn2c(C(F)(F)F)c3c(nc12)CCCC3	-11	-4	-3	3	i	-4	-3	-5	-8
CN(Cc1ccccc1)S(=O)(=O)c1ccc(Cl)c(C(=O)OCC(=O)NC2CCS(=O)(=O)C2)c1 (stereo not drawn)	-4	1	0	-4	i	-3	3	-1	2
CCOC(=O)c1cc(-c2ccco2)nn1-c1ccc(C)cc1	-4	12	-11	-5	i	-13	1	8	-9
COCCn1cnnc1SCC(=O)Nc1ccc(Br)cc1F	-5	-5	4	-3	i	3	-3	-1	4
O=C(O)CC(NS(=O)(=O)c1ccc(Br)cc1)c1ccco1 (stereo not drawn)	-3	7	-4	8	i	2	3	-6	-3
OC(c1ccc(F)cc1)c1ncc(-c2ccccc2F)[nH]1 (stereo not drawn)	-2	-2	-9	1	i	0	-5	-12	7
Cc1ccc(C(=O)CCC(=O)OCc2nnc(-c3ccccc3)o2)cc1	-8	-15	-6	-7	i	2	1	15	-3
Cc1ccc(Cn2ccc(NC(=O)c3cc(-c4ccco4)on3)n2)cc1	-2	15	-64	-48	i	-9	-2	14	-41
O=C(NCCN1C(=O)S/C(=C\c2ccc(Cl)c([N+](=O)[O-])c2)C1=O)C1=COCCO1	-1	10	3	-3	i	1	-2	52*	-11
COc1cc(/C=N/NC(=O)C2COc3ccccc3O2)ccc1O (stereo not drawn)	-4	-7	1	-4	i	-3	0	-3	-14
N#CCCN(C(=O)COC(=O)CCN=C1NS(=O)(=O)c2ccccc21)c1ccc(F)cc1	0	18	14	2	i	1	0	-9	-14
CCOC(=O)[C@]12CCCC=C1N(Cc1ccccc1)C(=O)[C@H](CC(=O)NCc1cccs1)C2	.	-2	11	.	i	-3	.	.	.
CCC(NC(=O)CCc1c(C)c2cc3c4c(oc3cc2oc1=O)CCCC4)C(=O)O (stereo not drawn)	-2	10	0	2	.	3	1	-5	-3
Cc1ccc(-n2c(C)cc(/C=N/Nc3ccc([N+](=O)[O-])cn3)c2C)cc1	1	29	-20	-9	i	-4	3	-25	-139
CN(C)/C=C(\C#N)C(=O)N/N=C(\CC(=O)C(F)(F)F)c1ccco1	-4	7	1	-10	i	-1	1	-6	-6
CCOC(=O)c1c(N)sc2c(O)c(Br)ccc12	-1	5	13	8	i	-4	-6	0	-4
O=C(O)c1ccc(Cl)cc1Nc1nc2cc(Cl)ccc2o1	-2	25	-8	5	i	1	0	43	8
Cc1ccc(NC(=S)NC(=O)C2CCCCC2)c(Br)c1	-2	20	1	3	i	-1	2	29	20
COC(=O)c1cnc[nH]1	0	-9	-14	3	i	4	-1	1	12
CCOCCCNC(=S)N1CCC(NC(=O)C2CCCCC2)CC1	-4	-3	0	-12	i	0	-2	-2	-86
O=C(Nc1ccc(C(F)(F)F)cc1)c1cnc(N2CCN(c3ccccn3)CC2)c2ccccc12	-2	12	-2	-2	i	-3	2	21	-1
NC(=O)NCc1ccccc1	-10	-10	2	7	i	0	4	-8	10
COc1ccc(C(=O)OC(C(=O)c2ccc(C)cc2)c2ccccc2)cc1 (stereo not drawn)	1	-2	3	0	i	-9	-2	29	-10
CSCCC(NC(=O)c1ccccc1Cl)C(=O)NCC(c1ccco1)N1CCCCC1 (stereo not drawn)	-2	-2	6	-12	i	0	3	-5	5
C[C@H]1CN([C@@H](C)CO)C(=O)CCCn2nncc2CO[C@H]1CN(C)S(=O)(=O)c1ccc(Oc2ccccc2)nc1	4	6	4	2	i	1	1	-8	11
CC1(C)Cc2ccccc2/C(=C/C(=O)N2CCCCCC2)N1	-4	9	-9	-12	i	0	2	7	23
O=c1ccc(-c2nc3ccccc3n2Cc2ccccc2Cl)c[nH]1	0	13	7	-5	i	3	5	0	2
COc1ccc(CN2CCNC(=O)C2CC(=O)NCC2CCOCC2)c(F)c1 (stereo not drawn)	-4	-2	-5	9	i	-1	-1	-5	13
